# RmlCD inh 1536: inhibitors of Mycobacterium tuberculosis RmlC and RmlD coupled enzymes | P9WH09+P9WH11 | actives 0.03% (n = 160,000) | RmlC+RmlD coupled enzyme assay, percent inhibition; primary screen in compound mixtures | inhibition, % at 3.6 µM; in the data active = inhibition mostly above about 34%, no sharp cut-off; note: some results filed as inactive read as strong as hits
# Target sequence (P9WH09 whole entry, looked up): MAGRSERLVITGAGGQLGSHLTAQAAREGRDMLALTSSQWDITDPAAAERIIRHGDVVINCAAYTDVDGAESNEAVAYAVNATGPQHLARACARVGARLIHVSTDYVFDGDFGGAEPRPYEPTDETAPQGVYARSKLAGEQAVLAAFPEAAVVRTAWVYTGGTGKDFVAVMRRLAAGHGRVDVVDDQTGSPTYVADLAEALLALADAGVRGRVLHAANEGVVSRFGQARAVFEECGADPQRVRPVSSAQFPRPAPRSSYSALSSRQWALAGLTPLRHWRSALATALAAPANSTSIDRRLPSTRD
# Target sequence (P9WH11 whole entry, looked up): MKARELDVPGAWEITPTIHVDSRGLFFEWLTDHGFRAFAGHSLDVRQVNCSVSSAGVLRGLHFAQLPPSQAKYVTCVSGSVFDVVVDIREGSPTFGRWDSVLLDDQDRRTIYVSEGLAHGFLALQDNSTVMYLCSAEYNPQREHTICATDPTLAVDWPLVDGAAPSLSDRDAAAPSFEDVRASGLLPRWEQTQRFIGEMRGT
# GlmU inhibition: inhibition of mycobacterial GlmU enzyme – biochemical, glucosamine-1-phosphate acetyltransferase (AID 1376). inhibition, %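 (tested at 30 µM in the primary screen)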; hits with a dose series show IC50 in µM. actives 0.25% (n = 220,000). M. tuberculosis GlmU acetyltransferase enzyme assay; higher % means a stronger effect; in the data active = inhibition above about 13%;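 note: 0% = complete reaction with vehicle and 100% = reaction without substrate; strong numbers were not always called active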
# * = called active by the depositor; x = no result given.
item	smiles	RmlCD inh 1536	GlmU inhibition
1	CCOC(=O)C1(Cc2cccc(OC)c2)CCCN(Cc2cc(C(C)C)n[nH]2)C1 (stereo unspecified)	-5	0.3%
2	N#Cc1cnn(-c2cccc(Cl)c2)c1N	7	1.7%
3	c1ccc2oc(C3=NNC(=NC4CC4)SC3)cc2c1	-12	0.4%
4	O=C(/C=C/c1cccs1)N1CCN(c2ccc(F)cc2)CC1	1	3.0%
5	O=C1CC(/C=C/c2ccccc2)=Nc2ccccc2N1	-13	-0.6%
6	CCCS(=O)(=O)c1ccc(COC(=O)c2ccc(NC(C)=O)cc2)cc1	-6	-9.6%
7	CC(=O)c1ccc(NC(=O)N[C@@H](CC(C)C)C(=O)O)cc1	x	-1.2%
8	O=C(O)c1nccnc1C(=O)NCc1csc2ccc(Cl)cc12	35	1.8%
9	O=C(c1cc2ccccc2oc1=O)N1CCN(c2ccccn2)CC1	-10	8.4%
10	C=C1C(=O)O[C@@H]2C[C@@H](C)[C@@H]3C=CC(=O)[C@@]3(C)[C@@H](OC(=O)CC(=O)O[C@H]3[C@@H]4C(=C)C(=O)O[C@@H]4C[C@@H](C)[C@@H]4C=CC(=O)[C@]43C)[C@H]12	4	6.5%
11	C=CCn1c(=S)[nH]c2nc3c(cc2c1=O)CCCC3	10	-4.1%
12	Clc1ccc2c(c1)-c1[nH]ncc1CS2	x	6.2%
13	COC(=O)c1sc2ccccc2c1-n1cccc1C(=O)C(=O)Nc1ccccc1	12	1.1%
14	Cc1ccc(/C=C/C(=O)O)cc1S(=O)(=O)N(CCO)CCO	x	2.5%
15	COc1ccc(CNC(=O)C(C)Cc2ccccc2)cc1O (stereo unspecified)	x	2.3%
16	CCc1ccc(CCC(=O)Nc2nc(CC(C)=O)ns2)o1	x	-1.2%
17	CCOC(=O)C1CCN(c2ncnc3c2c(-c2ccccc2)cn3-c2ccccc2)CC1	-5	-2.8%
18	Nc1c(C(=O)NCCN2CCOCC2)c2nc3ccccc3nc2n1-c1ccccc1	-10	-2.1%
19	O=S(=O)(NCCc1ccccc1)c1ccc(S(=O)(=O)N2CCCCC2)cc1	2	-3.4%
20	O=C(Nc1ccc(N2CCN(C(=O)c3ccco3)CC2)cc1)c1cccnc1Cl	-2	-2.5%
21	Cc1nc2ccccn2c1C(=O)N/N=C/c1ccc([N+](=O)[O-])cc1	-8	0.9%
22	O=C(Cn1c(NCCO)nc2ccccc21)c1cccs1	x	0.5%
23	Clc1ccc(-c2nc(Cc3ccccc3)no2)cc1	11	-0.8%
24	O=C(CSc1nc(C2CC2)nc2sc3c(c12)CCCC3)NCc1ccco1	2	-4.6%
25	O=C(NC(=S)Nc1ccc(N2CCOCC2)cc1)c1cccc(Cl)c1	x	-1.1%
26	Cc1noc(C)c1S(=O)(=O)Nc1ccccc1Oc1ccccc1	10	-0.4%
27	COC(=O)c1c(O)cc(=O)n2c1CCCCC2	-2	1.6%
28	O=C(Nc1ccc(N2CCN(C(=O)c3ccccc3F)CC2)cc1)c1ncn[nH]1	5	-0.8%
29	CC1=C(C(=O)Nc2ccccc2)C(c2ccncc2)C(C#N)=C(SCC(=O)Nc2ccccc2)N1 (stereo unspecified)	-2	3.9%
30	Cc1sc(Nc2ccc([N+](=O)[O-])cc2)nc1-c1c(C)n(C)n(-c2ccccc2)c1=O	x	-1.6%
31	CC(=O)Nc1cccc(/C(C)=N/NC(=O)c2c(-c3ccccc3Cl)noc2C)c1	5	-0.9%
32	Cc1ccc(CN2CCN(Cc3cnc(N4CCOCC4)s3)CC2CCO)cc1 (stereo unspecified)	5	4.9%
33	O=C(CCN1CCCCC1c1cccnc1)NCc1ccccc1 (stereo unspecified)	8	4.9%
34	CCN(CC)C(=O)COc1ccc(/C(C)=N/NC(=O)c2ccccc2Br)cc1	-1	-1.4%
35	C#CCNC(=O)C1=C[C@H](c2csc3ccccc23)[C@@H](CCCO)[C@H](OCC)O1	x	-2.0%
36	O=S(=O)(NCc1ccco1)c1ccccc1Br	x	8.1%
37	Cc1ccc(-n2ncc3c(NCCCOC(C)C)ncnc32)c(C)c1	x	8.6%
38	COCC(=O)N(c1ccccc1)C(C)C(=O)OC (stereo unspecified)	-13	1.9%
39	CC(=O)Nc1ccc2nc(C3CCCCC3)[nH]c2c1	18	6.3%
40	NC(CO)c1cn([C@@H](CCC(=O)O)C(=O)N2CCNCC2)nn1 (stereo partly specified)	x	-6.2%
41	COc1cc(/C=C2/SC(=O)N(Cc3ccccc3Cl)C2=O)ccc1OCc1ccncc1	-6	9.5%
42	COc1ccc(-n2c(C)nc3cc(C(=O)O)ccc32)cc1	8	2.5%
43	CCn1c2ccccc2c2cc(/C=N/NC(=O)c3ccccc3)ccc21	-1	2.9%
44	Cc1nn(CC(=O)NCCc2ccc(Cl)cc2)c(C)c1[N+](=O)[O-]	x	-0.2%
45	Cc1cc(C(=O)N2CCN(C(=O)c3ccco3)CC2)ccc1[N+](=O)[O-]	-12	-0.3%
46	NC1=NC[C@H](c2ccccc2)N1CCc1cccc(F)c1	-10	3.9%
47	O=C(CSc1nnc(SCc2ccccc2)s1)NNC(=S)Nc1ccccc1	x	3.2%
48	CCCc1cc(=O)[nH]c(SCC(=O)Nc2cc3c(cc2C(C)=O)OCO3)n1	x	-1.7%
49	CCCCCNC(=O)C(C#N)c1nc2ccccc2nc1N1CCCC1 (stereo unspecified)	12	-3.6%
50	COc1ccc2nc(N3CCCC(C(=O)NCCCN4CCN(C)CC4)C3)sc2c1 (stereo unspecified)	9	-5.5%
51	CC(/C=N/NC(=O)c1ccc(CN2c3cccc4cccc(c34)S2(=O)=O)cc1)c1ccccc1 (stereo unspecified)	19	-0.6%
52	N#Cc1c(Cn2cncn2)nc(=O)n(-c2ccccc2)c1N	x	6.1%
53	Cc1cc(NC(=O)CCC(=O)N(CCC(C)C)CC(=O)NCC2CCCO2)no1 (stereo unspecified)	x	-0.9%
54	O=C(Oc1ccccc1)c1ccc(-n2cnnn2)cc1	-8	-2.0%
55	COc1ccccc1OCC(=O)NCCCn1ccnc1	-9	-3.9%
56	Cc1ccc2c(c1C)OC(=O)CC2(C)C	x	3.3%
57	Cc1nonc1C(=O)N/N=C/c1ccncc1	-8	-0.7%
58	COc1ccc(C(C)(C)C)cc1NC(=O)c1ccoc1C	9	-1.8%
59	COC(=O)Cc1nc(Nc2ccccc2)sc1C	-7	-0.1%
60	Cc1cc(C)n(C(=O)/C(C#N)=C/N(C)C)n1	5	x

# (list continues)
item	smiles	RmlCD inh 1536	GlmU inhibition
61	N#C/C(=C\c1ccc([N+](=O)[O-])cc1)C(=O)NCCCn1ccnc1	x	1.3%
62	COc1ccc(OC)c(Nc2nc3nonc3nc2N2CCCCC2)c1	-6	x
63	Cc1nc2ncnn2c(N2CCC(C(=O)NC3CCCC3)CC2)c1Cc1ccccc1	-6	-0.7%
64	O=c1sc(/C=N/Nc2ccccc2)c(Cl)n1Cc1ccccc1	-11	1.5%
65	C/C(=N/OC(=O)c1cccc(C(F)(F)F)c1)c1cnccn1	-9	2.6%
66	CC(Sc1nnc(Cc2ccc3c(c2)OCO3)o1)C(N)=O (stereo unspecified)	-7	-0.9%
67	COCC(C)n1c(C)cc(C(=O)COC(=O)c2ccc(N3CCCC3=O)cc2)c1C (stereo unspecified)	x	-5.2%
68	COC(=O)c1ccc(NC(=O)c2snnc2-c2ccccc2)cc1	-16	1.3%
69	CCOC(=O)c1c(C)n(C)c2ccc(O)c(CN3CCN(C)CC3)c12	-4	0.7%
70	Cn1nccc1C(=O)N1CCc2c([nH]c3ccccc23)C1c1ccc(F)cc1 (stereo unspecified)	-5	-5.2%
71	CC1Cc2ccccc2N1CC(=O)Nc1cccc(S(N)(=O)=O)c1 (stereo unspecified)	-9	3.3%
72	O=C(CN1CCN(c2ccccc2)CC1)N/N=C/c1cccc(F)c1	x	7.0%
73	O=C(NCc1ccc(F)cc1)Nc1cccc(Cl)c1	-12	-0.8%
74	Cc1ccc(/C=C/C(=O)N2CC(C)CC(C)C2)o1 (stereo unspecified)	17	-5.0%
75	O=C(NCC1CCCO1)C(c1ccncc1)N(Cc1ccc(F)cc1)C(=O)CN1C(=O)c2ccccc2S1(=O)=O (stereo unspecified)	-9	6.2%
76	S=C(NCc1ccc(Cl)cc1)NC1CCN(Cc2ccccc2)CC1	3	-7.5%
77	CC(C)N(C(=O)/C=C/c1cccc([N+](=O)[O-])c1)C(C)C	-14	0.8%
78	COc1ccccc1NC(=O)CSc1nnc(COc2ccccc2OC)n1C	x	1.2%
79	CCCn1c(N)c(N2CCCCC2)c(=O)n(CC(=O)Nc2ccc(OC(F)(F)F)cc2)c1=O	15	-3.2%
80	O=C1CC(N(CCc2ccccc2)C(=S)Nc2ccccc2)C(=O)N1c1ccc(Br)cc1 (stereo unspecified)	-5	3.1%
81	Cc1cccc(CSCc2ccc(C(=O)NC3CCCC3)o2)c1	-4	-5.0%
82	Cc1sc2ncn(Cc3ccccc3F)c(=O)c2c1C	73	3.6%
83	O=C1Nc2ccc(NS(=O)(=O)c3cccs3)c3cccc1c23	x	-1.1%
84	CCC(=O)NC1=C(C#N)C2(CCCC2)Cc2ccccc21	12	-0.1%
85	CC(=O)N1CCN(C(=S)c2ccc(-c3ccc(Cl)cc3)o2)CC1	-1	3.1%
86	CCOc1ccc2nc(NC(=O)NC3CCCCC3)sc2c1	8	-4.3%
87	COc1ccc(C2=NCC(=O)N(CC(=O)NCc3ccco3)c3sc4c(c32)CCCC4)cc1OC	5	0.6%
88	O=C(Cc1ccccc1[N+](=O)[O-])NCc1ccco1	x	2.9%
89	CSCc1nnc(NC(=O)c2ccc(S(=O)(=O)N(C)C)cc2)o1	x	0.1%
90	CC(=O)c1cc(CN2CCN(CCC(C)C)C(CCO)C2)cs1 (stereo unspecified)	x	0.1%

# Overlap with the part before: three compounds, followed by the next part.
item	smiles	RmlCD inh 1536	GlmU inhibition
88	O=C(Cc1ccccc1[N+](=O)[O-])NCc1ccco1	x	2.9%
89	CSCc1nnc(NC(=O)c2ccc(S(=O)(=O)N(C)C)cc2)o1	x	0.1%
90	CC(=O)c1cc(CN2CCN(CCC(C)C)C(CCO)C2)cs1 (stereo unspecified)	x	0.1%
91	CCc1cc(C(=O)Cc2ccc(F)cc2)c(O)cc1O	4	-0.4%
92	COc1ccc(-c2nnc(SC)n2C)cc1	10	1.7%
93	Cc1nnc(NC(=O)COc2ccccc2)s1	5	3.1%
94	CCOC(=O)c1ccc(NC(=O)C2CC2)cc1	x	2.0%
95	COc1ccccc1NS(=O)(=O)c1cc(NC(=O)C(C)C)ccc1N1CCCCC1	2	-1.9%
96	CC(C)(C)NC(=S)N/N=C/c1cccnc1	4	3.1%
97	S=c1[nH]nc(COc2ccc(Cl)cc2)n1Cc1ccccc1	17	-0.9%
98	Cc1ccc(S(=O)(=O)N2CCC(=O)N(C(COCc3cccc(Cl)c3)C(C)C)CC2)cc1 (stereo unspecified)	x	4.3%
99	CCOC(=O)C(C(=O)OCC)C(Nc1cccc(Br)c1)c1ccccc1 (stereo unspecified)	-8	1.9%
100	c1ccc(-c2ccccn2)nc1	x	5.5%
101	Cc1cccc(OCC(=O)N(Cc2ccc(N(C)C)cc2)C2CCS(=O)(=O)C2)c1 (stereo unspecified)	x	0.3%
102	O=C(NC1CCCCC1)C(c1ccc(F)cc1)N(Cc1ccc2c(c1)OCO2)C(=O)c1cnsn1 (stereo unspecified)	x	-0.3%
103	COC(=O)c1cc(Br)c(=O)n(-c2ccc(F)cc2)c1	-5	1.1%
104	CCn1nnnc1SCC(=O)c1cc(OC)ccc1OC	9	-6.0%
105	CC(C)NC(=O)C1CCN(C(=O)c2cc3sccc3n2Cc2ccc(F)cc2)CC1	x	-0.4%

# Single records, from the list above:
# `S=c1[nH]nc(COc2ccc(Cl)cc2)n1Cc1ccccc1` is listed with RmlCD inh 1536: 17; GlmU inhibition: -0.9%
# `c1ccc(-c2ccccn2)nc1` is listed with RmlCD inh 1536: x; GlmU inhibition: 5.5%
# `Cc1nnc(NC(=O)COc2ccccc2)s1` is listed with RmlCD inh 1536: 5; GlmU inhibition: 3.1%

# Further results:
item	smiles	RmlCD inh 1536	GlmU inhibition
106	O=C(NCC(=O)N1CC(O)CC1C(=O)N1CCCC1C(=O)OCc1ccccc1)OCc1ccccc1 (stereo unspecified)	-8	1.8%
107	O=C(c1ccc(S(=O)(=O)N2CCCCCC2)cc1)N1CCN(c2ccccn2)CC1	9	6.1%
108	COc1ccc(NC(=O)C2CC(=O)n3ncnc3N2)cc1 (stereo unspecified)	x	5.3%
109	COc1ccc(OC)c(Nc2nc3nonc3nc2N2CCCC(C)C2)c1 (stereo unspecified)	5	4.1%
110	CC(c1ccco1)N(C(=O)COc1ccccc1[N+](=O)[O-])c1ccccn1 (stereo unspecified)	19	0.4%
111	Cn1c(N)c(C(=O)COC(=O)C2(c3ccc(Cl)cc3)CCCC2)c(=O)n(C)c1=O	-13	-0.7%
112	O=[N+]([O-])c1cccc(-c2ccc3nnc(SCc4ccccn4)n3n2)c1	25	-4.6%
113	COc1ccc(Cc2nnc(SCC(=O)c3ccccc3)o2)cc1	35	9.4%
114	CCc1ccc2c(c1)C1(SC(NC(C)=O)=NN1C(C)=O)C(=O)N2C(C)C (stereo unspecified)	7	-2.7%
115	C=C(C)Cc1c(C)nc(-c2ccccc2)[nH]c1=O	4	1.0%
116	Cc1ccc(S(=O)(=O)NC(CC(C)C)C(=O)Oc2ccc3c4c(c(=O)oc3c2)CCC4)cc1 (stereo unspecified)	7	2.3%
117	COc1ccc(C(=O)OCCNC(=O)c2c(Cl)nc3ccccn23)cc1	2	-0.6%
118	CCOc1ccc(OCCOCCOc2c(Cl)cccc2Cl)cc1	x	-4.3%

# A portion of the library; count on the stated rates, not on these rows.
